Screening data deposited in PubChem by several laboratories.
Rpn11 block – Rpn11 (PSMD14) deubiquitinase inhibitors, primary screen, biochemical, fluorescence polarization, uHTS; AID 588493, 2011; human 26S proteasome, Ub4-pepOG fluorescence polarization; 20S core pre-blocked with epoxomicin; calls only at 20 µM; 360,000 tested, 0.59% active;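 active = inhibition at 20 µM, scaled to each plate's controls, above about 33%, limit read from the data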
STEP block – STEP phosphatase inhibitors, primary screen, biochemical, fluorescence intensity, uHTS | 360,000 tested, 0.25% active | AID 588621, 2011 | inhibition, % at 20 µM | Tyrosine-protein phosphatase non-receptor type 5 (Homo sapiens), P54829 | recombinant STEP, OMFP fluorogenic substrate;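 active = inhibition at 20 µM, scaled per plate between control wells, above about 37%, limit read from the data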;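 also: 0% = DMSO with enzyme and substrate and 100% = substrate only without enzyme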
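Material: STEP (striatal-enriched tyrosine phosphatase) enzyme, cell-free; Compound dosing: 20 µM single dose in 1% DMSO; Technique: fluorescence read at 480 nm ex / 540 nm em; Times: reaction 20 min, ambient temperature; Medium: 50 mM Bis-Tris pH 6.0 with 2.5 mM DTT and 0.005% Tween 20; Also added: OMFP at 25 µM.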
DNMT1 block – human DNMT1 methyltransferase inhibitors, primary screen, biochemical, molecular beacon, fluorescence, HinP1I cleavage, uHTS; DNA (cytosine-5)-methyltransferase 1 (Homo sapiens), P26358; inhibition (reported as % activation of signal), % at 10 µM; 360,000 tested, 0.83% active; AID 588458, 2011; in the data active = inhibition above about 50%
CSN deneddyl inh – inhibitors of CSN-mediated cullin deneddylation, primary screen, biochemical, fluorescence polarization, uHTS. COP9 signalosome complex subunit 5 (Homo sapiens), Q92905. Purified CSN, SCF-Nedd8-OG deneddylation. inhibition, % at 12.5 µM. 360,000 tested, 0.38% active;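 active = pattern-corrected inhibition above about 35%, with an unprinted fluorescence ratio check between 0.5 and 1.5, limit read from the data, passing the limit was not always enough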;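 also: 0% = enzyme with substrate and 100% = substrate without enzyme; some results filed as inactive read as strong as hits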
Target sequence (Q92905 whole entry, looked up, one chain of several): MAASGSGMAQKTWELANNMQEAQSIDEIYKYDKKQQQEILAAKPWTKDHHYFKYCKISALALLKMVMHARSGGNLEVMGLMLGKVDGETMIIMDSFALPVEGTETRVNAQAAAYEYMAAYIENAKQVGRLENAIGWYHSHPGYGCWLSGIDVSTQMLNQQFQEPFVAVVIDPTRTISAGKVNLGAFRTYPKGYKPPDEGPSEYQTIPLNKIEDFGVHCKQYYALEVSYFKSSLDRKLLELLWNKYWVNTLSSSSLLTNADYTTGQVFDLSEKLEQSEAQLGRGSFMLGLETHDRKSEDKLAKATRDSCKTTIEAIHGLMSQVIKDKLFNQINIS
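Test system: purified human Csn5 enzyme expressed in HEK293T cells. Amount: 0.24 nM enzyme. Reagent: SCFSkp2-Nedd8OG substrate at 10 nM final. Schedule: 90 min incubation of compound, enzyme and substrate at room temperature. Detection: fluorescence polarization. Read-out: % inhibition of substrate cleavage by Csn5.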
LMPTP block – LMPTP phosphatase inhibitors, primary screen, biochemical, fluorescence intensity, uHTS | 360,000 tested, 0.22% active | inhibition, % at 20 µM | Low molecular weight phosphotyrosine protein phosphatase (Homo sapiens), P24666 | recombinant LMPTP-A, OMFP fluorogenic substrate;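 active = compounds that cut the enzyme signal by at least half of the control window in the single-dose screen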;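 also: plate controls were DMSO wells with enzyme plus substrate for no effect and substrate without enzyme for full effect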
Target sequence (P24666 whole entry, looked up): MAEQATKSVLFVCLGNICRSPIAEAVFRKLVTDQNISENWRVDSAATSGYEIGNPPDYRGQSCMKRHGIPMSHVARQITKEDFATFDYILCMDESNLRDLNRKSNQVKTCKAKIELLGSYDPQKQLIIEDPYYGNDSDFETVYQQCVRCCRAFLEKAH
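Assay system: LMPTP-A phosphatase enzyme | Input: 0.625 nM enzyme | Also added: Fluorogenic phosphatase substrate OMFP at 400 µM final | Compound dosing: One test concentration per compound, 20 µM, with 3% DMSO overall | Schedule: 50 min enzyme reaction at room temperature, protected from light | Signal: Fluorescence intensity | Benchmarks: no-enzyme and uninhibited controls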
SUMO1 PPI mod – modulators of SUMO1 protein-protein interactions, primary screen, biochemical, uHTS; AID 602429, 2012; 360,000 tested, 0.33% active; inhibition, % at 20 µM; Small ubiquitin-related modifier 1 (Homo sapiens), P63165; SUMO1 binding to a labelled peptide, TR-FRET, 1 h; in the data active = inhibition above about 37%
Target sequence (P63165 whole entry, looked up): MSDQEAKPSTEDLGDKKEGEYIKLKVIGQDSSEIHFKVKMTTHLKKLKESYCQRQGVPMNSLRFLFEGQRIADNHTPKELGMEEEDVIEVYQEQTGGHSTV
Scp-1 inhibitor – Scp-1 phosphatase inhibitors, primary screen, biochemical, colorimetric, uHTS; Recombinant Scp1, phosphopeptide, malachite green phosphate absorbance; inhibition, % at 20 µM; 340,000 tested, 0.88% active;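 active = inhibition above about 50% at 20 µM, limit read from the data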;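 also: plate controls were DMSO wells with enzyme for no effect and wells lacking enzyme for full effect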
Target sequence (Q9GZU7 76-261 limits assumed): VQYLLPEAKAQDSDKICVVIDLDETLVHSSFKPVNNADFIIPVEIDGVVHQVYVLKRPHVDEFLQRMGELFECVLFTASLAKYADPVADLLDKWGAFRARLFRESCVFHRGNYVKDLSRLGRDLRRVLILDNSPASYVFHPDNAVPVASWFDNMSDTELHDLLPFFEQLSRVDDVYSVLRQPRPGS
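Material – SCP-1 phosphatase catalytic domain, residues 76-261 · Buffer or medium – Acidic Tris acetate buffer with magnesium and detergent · Also added – Phospho 17-mer peptide substrate · Compound – single 20 µM dose, 1% DMSO · Times – 45 min room-temperature reaction, 5 min colour, 30 min stabiliser · Technique – Phosphate-binding colour reagent, absorbance read at 630 nm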
MsrA inhibitor – bovine MsrA enzyme inhibitors, primary screen, biochemical, absorbance, HTS; Methionine sulfoxide reductase A (Bos taurus); purified bovine MsrA, absorbance read-out; inhibition, % at 15.5 µM; 360,000 tested, 0.75% active; in the data active = inhibition above about 4.5%;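 also: 0% = vehicle wells with enzyme and 100% = reference inhibitor wells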
Tb MetRS inh – T. brucei MetRS inhibitors, primary screen, biochemical, luminescence; inhibition, % at 11.9 µM; 360,000 tested, 0.4% active; purified T. brucei MetRS, ATP depletion, Kinase-Glo luminescence; AID 624268, 2012; methionyl-tRNA synthetase (Trypanosoma brucei brucei);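 active = inhibition above a per-plate cutoff of the control wells' mean inhibition plus 3 SD, cut at about 5.5% in these data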;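 also: 0% = DMSO wells median and 100% = median of wells with control inhibitor compound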
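Dosing: 11.9 µM compound single dose, 0.9% DMSO; Assay system: purified T. brucei MetRS enzyme; Measured by: Kinase-Glo luciferase luminescence reporting remaining unconsumed ATP; Schedule: 15 min plus 2 h at 25 °C.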
NadD inh – inhibitors of S. aureus NadD, primary screen, biochemical, colorimetric, uHTS; purified NadD enzyme, colorimetric absorbance read-out; inhibition, % at 20 µM; 360,000 tested, 0.78% active; in the data active = inhibition above about 26%; also: some compounds past the cut are filed as inactive
Starred values were filed as active, the others as inactive; i = inactive; · = not tested or not shown; + = active, no number. Rows are unselected; 3.9% or so of the library scored in one or more.

Molecule	CSN deneddyl inh	STEP block	Rpn11 block	LMPTP block	DNMT1 block	SUMO1 PPI mod	MsrA inhibitor	NadD inh	Scp-1 inhibitor	Tb MetRS inh
O=C(Nc1ccncc1)c1cccc(S(=O)(=O)N2CCN(c3ccc(F)cc3)CC2)c1	-5	2	i	2.1	-4	5	-1.3	8	10	-0.5
O=C(CN1C(=O)CC(c2ccccc2)=Nc2ccccc21)NCc1ccccc1	1	-3	i	-1.5	0	-5	0.2	-8	1	-0.3
CC(=O)c1cccc(NC(=S)N2CCN(S(=O)(=O)c3ccccc3)CC2)c1	-5	6	i	1.0	-1	-6	0.1	12	-3	0.1
O=C(CNc1cccc([N+](=O)[O-])c1)NC(=O)NC1CCCCC1	3	1	i	-0.3	3	-16	-0.5	-3	-8	0.7
Cc1cccc(NC(=O)c2cnn(-c3ccc(F)cc3)c2C2CCNCC2)c1C	1	-5	i	-1.7	-6	0	-0.7	-6	-6	0.1
CC(C)C(=O)Nc1ccc2c(c1)nc(CCN1CCN(c3ccccn3)CC1)n2C	-6	-4	i	0.7	0	-3	1.7	2	-12	-0.9
CSCCC(NC(N)=O)C(=O)NCc1ccc(Cl)cc1 (configuration not stated)	-1	0	i	-1.2	2	0	0.7	-1	-6	-0.7
O=C(NCc1cc2ccccc2[nH]1)C1CCC(=O)N(CCCN2CCCC2=O)C1 (configuration not stated)	2	0	i	-0.2	-5	-6	-0.4	2	-6	-0.3
COc1ccc(NC(=O)CC(=O)Nc2ccc(OC)cc2OC)c(OC)c1	3	-2	+	6.2	4	1	-0.3	0	0	-0.1
Cc1cc2cc(C)c3nnc(SCC(=O)NCc4ccc5c(c4)OCO5)n3c2cc1C	0	3	i	2.2	-5	14	-1.3	1	-7	0.5
COc1ccc(OC)c(NC(=O)CCc2nnc3ccc(N4CCC(C)CC4)nn23)c1	3	1	i	0.0	-2	1	0.3	1	1	-0.7
O=C(NC(CO)Cc1ccccc1)c1ccccc1 (configuration not stated)	-7	-2	i	-0.3	-4	0	0.5	-23	-2	0.0
O=C(O)CC1CCCC(c2ccccc2)C1=O (configuration not stated)	-3	2	i	-0.4	7	-2	-0.6	8	-7	-0.1
COc1ccc(CC(=O)NCc2nnc(SCC(=O)Nc3ccc(OC)cc3)n2C)cc1	-3	0	i	-0.7	0	-4	0.7	5	-9	-0.2
COc1ccc(NS(=O)(=O)c2cccc(C(=O)N/N=C/c3ccccc3OC)c2)cc1	-6	-1	i	3.2	0	-5	3.8	16	-8	-0.5

Full records, looked up by structure:
O=C(O)CC1CCCC(c2ccccc2)C1=O (configuration not stated) across the screens: CSN deneddyl inh = -3; STEP block = 2; Rpn11 block = i; LMPTP block = -0.4; DNMT1 block = 7; SUMO1 PPI mod = -2; MsrA inhibitor = -0.6; NadD inh = 8; Scp-1 inhibitor = -7; Tb MetRS inh = -0.1
O=C(Nc1ccncc1)c1cccc(S(=O)(=O)N2CCN(c3ccc(F)cc3)CC2)c1 across the screens: CSN deneddyl inh = -5; STEP block = 2; Rpn11 block = i; LMPTP block = 2.1; DNMT1 block = -4; SUMO1 PPI mod = 5; MsrA inhibitor = -1.3; NadD inh = 8; Scp-1 inhibitor = 10; Tb MetRS inh = -0.5

The listing continues.
Molecule	CSN deneddyl inh	STEP block	Rpn11 block	LMPTP block	DNMT1 block	SUMO1 PPI mod	MsrA inhibitor	NadD inh	Scp-1 inhibitor	Tb MetRS inh
CCCOc1cccc(C(=O)NC(=S)Nc2cccc(C(F)(F)F)c2)c1	-8	3	i	3.2	3	-2	2.0	11	-9	-0.3
CCS(=O)(=O)n1nc(-c2ccc(OC)cc2)nc1SC	3	-2	i	0.8	1	-1	0.8	-5	-10	0.3
CCOc1ccc(CCNC(=O)CCNS(=O)(=O)c2ccc3c(c2)CCN3C(C)=O)cc1OCC	3	7	i	-1.6	0	5	-0.4	-4	-7	0.1
COc1cc(OC)cc(C(=O)OCC(=O)Nc2ccc(F)cc2F)c1	4	0	i	0.3	-1	-1	0.9	-5	1	-0.8
C[C@@H]1CN([C@H](C)CO)C(=O)c2cc(NC(=O)Cc3ccccc3)ccc2O[C@H]1CN(C)Cc1ccc(Oc2ccccc2)cc1	0	1	i	0.7	-25	2	-0.3	0	9	-0.4
Cc1cc(C)c(C#N)c(SCc2nc3ccccc3[nH]2)n1	2	-2	i	0.7	-1	-3	1.6	-5	-2	0.0
CCCCN(CC(=O)NCc1ccc(F)cc1)C(=O)c1ccco1	-1	-2	i	0.2	3	2	1.7	0	0	-0.8
CCn1c(SCC(=O)N2CCCc3ccccc32)nnc1-c1c[nH]c2ccccc12	1	0	i	-0.7	-1	0	-0.2	11	-2	3.5
COc1ccc(CNS(=O)(=O)c2ccc(Br)s2)cc1	-1	1	i	0.2	-1	1	-0.1	-4	-7	-0.9
C=C(Cl)COc1ccc2c(CCCC)cc(=O)oc2c1	-8	1	i	2.6	3	-1	0.8	-1	-4	-0.3
NS(=O)(=O)c1ccc(CCNC(=O)C2CCCO2)cc1 (configuration not stated)	-3	0	i	-0.7	-1	-2	-1.4	0	-10	0.0
CCOC(=O)Cn1c(-c2nonc2NC(=O)c2ccccc2F)nc2ccccc21	4	2	·	1.4	-10	-3	-0.3	21	-4	-0.3
O=C(Cn1c(N2CCN(c3ccccc3)CC2)nc2ccccc21)c1ccccc1	-8	2	i	1.7	-10	-1	0.4	-2	0	-1.0
CCOP(=O)(OCC)c1nc(Cc2ccccc2)oc1NCc1ccccc1	1	0	i	3.2	0	1	-0.1	-5	-7	-0.5
CCN(CC(=O)Nc1c(F)cccc1F)C(=O)c1ccccn1	-3	-2	i	0.7	5	-1	-1.0	1	-6	-0.5
Cc1ccccc1OCC(=O)OCC(=O)NCC1CCCCC1	1	-1	i	0.0	2	1	-0.6	-2	-7	-0.2
COc1ccc(CCNC(=O)c2ccc(N(C)S(=O)(=O)c3ccccc3)cc2)cc1	0	-1	i	-0.6	-2	-2	-1.1	-8	-19	-0.5
CCOC(=O)C(NC(=O)c1ccccc1OCC)(Nc1ncccn1)C(F)(F)F (configuration not stated)	-4	-10	i	-0.3	0	1	-1.0	0	-4	-2.3
O=C(C1COc2ccccc2O1)N1CCCC1 (configuration not stated)	6	-4	i	-0.8	1	5	-1.3	5	-2	0.1
Cc1ccc(-c2csc(NC(=O)/C=C/c3cccs3)n2)cc1C	-9	-2	i	0.7	4	1	1.3	5	-12	-0.5
Cc1ccc(C(=O)NCCC(=O)NCc2ccco2)cc1	-2	1	i	-1.9	3	2	-0.8	0	-2	-0.3
Cc1cccc2cc3c(NC(=O)CC(C)C)nn(C)c3nc12	0	-7	i	-3.0	8	-3	-0.5	-6	-2	-0.6
O/C(=C\Sc1nnc(Cc2ccccc2)o1)c1ccc(F)cc1	2	1	i	0.2	-1	3	-0.8	4	-8	0.0
O=C(CN(C(=O)c1csnn1)c1cccc2ccccc12)NC1CCCC1	-6	0	i	2.2	-2	-4	0.9	2	-1	-0.6
CCOc1cc(C)c(-c2onc(C(F)(F)F)c2-c2csc(C)n2)c(O)c1	2	-2	i	2.9	-7	-1	0.7	-5	-8	-0.9
CSc1ncc(C(=O)Nc2ccccc2)cn1	3	3	i	-0.1	3	2	0.4	-8	1	-0.3
COc1ccccc1NC(=O)CSc1nnc(CC(=O)Nc2ccccc2)n1C	-7	4	i	-0.5	2	-3	-0.7	3	-5	-0.7
CC(C)CC(=O)NC(=S)N1CCN(c2ccc([N+](=O)[O-])cc2Cl)CC1	6	0	i	-3.1	1	-21	1.3	-6	-2	-1.3
CC(C)NC(=O)C1CCN(C(=O)N(C)C)CC1	-4	1	i	-0.6	-6	3	-0.2	2	-1	0.2
NCCCC[C@@H]1NC(=O)c2cc([N+](=O)[O-])cc(I)c2SC[C@@H](C(N)=O)NC(=O)[C@H](Cc2ccc(O)cc2)NC1=O	7	3	+	12	13	-55	·	42*	9	0.1
CCOc1c(C#N)c(C#N)c2nc(C)cc(C)n12	-3	0	i	-1.9	6	-10	2.2	-4	-8	-1.0
O=C1c2ccccc2C(c2nc3ccccc3[nH]2)N1c1ccccn1 (configuration not stated)	-2	2	i	-0.7	-9	-4	1.2	-4	·	6.9*
